Screening results as filed in PubChem.
LYP phosphatase – inhibitors of LYP phosphatase, biochemical, fluorescence intensity, uHTS (AID 1779); recombinant LYP phosphatase, fluorescence intensity; higher % means a stronger effect; actives 0.054% (n = 290,000); one-dose inhibition, % at 11.5 µM; IC50 in µM for titrated hits; in the data active = inhibition above about 50%;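 note: plate controls were vehicle with enzyme for no effect and no enzyme for full effect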
RSV antiviral HEp-2 – inhibition of RSV-induced cytopathic effect – HEp-2 cells, primary 10 µM value included (AID 2391); HEp-2 cells, RSV-induced CPE inhibition; higher % means a stronger effect; CPE inhibition, % at 10 µM, or IC50 in µM where a hit was titrated; actives 0.13% (n = 310,000); in the data active = a potency from the dose series; inconclusive = CPE inhibition mostly from about 23% at the one dose, without a potency; inactive = the rest, 99 in 100 with CPE inhibition below about 21%; note: strong numbers were not always called active
Autophagy HCS – modulators of autophagy | MEF GFP-LC3 puncta imaging; test concentration mostly 10 µM | calls only at 10 µM (by protocol) | actives 0.98% (n = 190,000);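 active = percentage of spot-positive cells more than 3 SD above its plate mean, without a fluorescence outlier flag or 80% toxicity; inconclusive = no clear call, values can overlap the other calls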;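 note: spot-positive cell cutoff set from DMSO-treated cells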
NTR1 agonist – agonists of NTR1, primary screen, imaging, U2OS cells, beta-arrestin-GFP, high content (AID 493036) | P30989 | activation, % at 20 µM | NTR1-U2OS beta-arrestin-GFP spot imaging, agonist mode | actives 0.17% (n = 330,000);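 active = activation at or above 40% of the spot to cytoplasm intensity ratio, with at least 20 cells analyzed; inconclusive = wells under 20 cells, flagged as cytotoxic or low count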;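 note: 0% = DMSO without peptide and 100% = 100 nM NTR1 peptide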
Target sequence (P30989 whole entry, looked up): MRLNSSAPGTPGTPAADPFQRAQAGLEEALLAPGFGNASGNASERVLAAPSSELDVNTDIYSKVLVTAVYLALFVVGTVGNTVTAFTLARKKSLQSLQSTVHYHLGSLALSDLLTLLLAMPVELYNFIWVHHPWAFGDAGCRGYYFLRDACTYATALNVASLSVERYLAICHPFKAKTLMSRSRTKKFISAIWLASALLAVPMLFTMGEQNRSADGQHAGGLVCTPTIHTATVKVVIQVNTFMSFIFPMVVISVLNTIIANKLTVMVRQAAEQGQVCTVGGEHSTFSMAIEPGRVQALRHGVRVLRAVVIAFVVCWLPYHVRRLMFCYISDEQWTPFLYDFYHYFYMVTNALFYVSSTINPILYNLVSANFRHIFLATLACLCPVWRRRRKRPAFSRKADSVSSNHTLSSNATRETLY
WT yeast gro inh – growth inhibition of WT yeast, mitochondrial fusion screen; mitochondrial fusion phenotypic screen, WT strain; inhibition, % at 10 µM; actives 2.1% (n = 190,000); AID 1362; in the data active = inhibition above about 58%; tested in S. cerevisiae
UTI89 phage lysis – inhibition of K1F phage lysis, E. coli UTI89, bacterial capsule biogenesis inhibitors, alamar blue (AID 488966); E. coli UTI89 K1F phage lysis, alamar blue, 2 h; higher % means a stronger effect; actives 0.02% (n = 340,000); inhibition, % at 100 µM; hits with a dose series show IC50 in µM;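 active = phage lysis inhibition, versus mean bacterial control, above a set limit; inconclusive = no clear call, values can overlap the other calls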;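 note: capsule biogenesis inhibitors block K1F phage lysis so surviving cells raise fluorescence; higher fluorescence means more inhibition of phage lysis; actives were called in the ten point dose series up to 300 µM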
AID2073 – disruptors of CaV2.2 binding to Mint1 – biochemical, HTRF (AID 2073); HTRF protein-protein interaction, Mint1-CaV2.2; higher % means a stronger effect; inhibition, % at 20 µM, or IC50 in µM where a hit was titrated; actives 0.19% (n = 290,000); in the data active = inhibition mostly above about 51%, no sharp cut-off; inconclusive = no clear call, values can overlap the other calls; inactive = mostly below about 53%; note: some results filed as inactive read as strong as hits
GPR35 arrestin U2OS – inhibition of zaprinast-stimulated GPR35 beta-arrestin translocation – imaging, U2OS, beta-arrestin-GFP, zaprinast agonist, primary screen (AID 2058) | actives 0.052% (n = 290,000) | inhibition, % at 10 µM; hits with a dose series show IC50 in µM | U2OS GPR35 beta-arrestin-GFP translocation imaging, zaprinast antagonism; higher % means a stronger effect;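 active = inhibition of at least 50% with at least 30 cells and total cytoplasm GFP at most 10,000,000; inconclusive = under 30 cells or total GFP of 10,000,000 plus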
NS5 inhibitors – flavivirus cap methylation enzyme inhibition – biochemical, confirmation dose response, primary screen (AID 588689). Dengue-2 NS5 methyltransferase capping enzyme assay, biochemical; higher % means a stronger effect. inhibition, % at 25 µM, or IC50 in µM where a hit was titrated. actives 0.3% (n = 340,000); in the data active = a potency from the dose series; inconclusive = inhibition above about 29% without an active follow-up result
WT yeast gro inh mutant strain – recorded beside WT yeast gro inh, whose call it bears; inhibition, %; mitochondrial fusion phenotypic screen, mutant strain inhibition
Autophagy HCS cell loss 18 h – second read-out of Autophagy HCS, no call of its own (marks repeat the call); toxicity, %; measured here: cell loss, nuclei count;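 cell loss after 18 h compound exposure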
NTR1 agonist cell count 20 µM – second read-out of NTR1 agonist, no call of its own (marks repeat the call); cell count; measured here: cell count, cytotoxicity flag
NS5 inhibitors pilot replicate – further read-out of NS5 inhibitors, marked with its call; inhibition, %; measured here: pilot screen replicate inhibition
* = called active by the depositor; i = inactive; ? = inconclusive; / = not tested or not shown; + = active, no number; [ ] = dose if it differs, or a comment.

SMILES	LYP phosphatase	RSV antiviral HEp-2	Autophagy HCS	Autophagy HCS cell loss 18 h	NTR1 agonist	NTR1 agonist cell count 20 µM	WT yeast gro inh	WT yeast gro inh mutant strain	UTI89 phage lysis	AID2073	GPR35 arrestin U2OS	NS5 inhibitors	others
CC(C)CCNC(=O)c1ccc2c(c1)N(Cc1ccccc1)C(=O)CS2=O (stereo not given)	-5%	-0.7%	i	-1	-2.7	48	5	-2	-3.8%	49%	-3%	-9%
CCOC(=O)N1CCN(CC(=O)Nc2sccc2C#N)CC1	-5%	-0.3%	i	-10	-0.9	50	-7	-16	-0.6%	10%	-12%	-9%
c1ccc(Oc2cccc(NC3=NCCC3)c2)cc1	2%	-1.1%	/	/	-0.8	54	-10	8	-0.3%	-6%	0%	-4%
CC(=O)Nc1ccc(S(=O)(=O)Nc2cccc(-n3c(C)nc4ccccc4c3=O)c2)cc1	/	-0.2%	/	/	-0.9	52	/	/	1.0%[50 µM]	/	/	-2%
O=C(Nc1ccc(F)cc1)N(Cc1ccco1)Cc1cc2cc3c(cc2[nH]c1=O)OCO3	4%	2.5%	i	-7	12	34	-5	-5	0.5%	8%	13%	-6%
Cc1ccc(C(=O)NCC(=O)OCC(=O)N(CC(C)C)c2c(N)n(Cc3ccccc3)c(=O)[nH]c2=O)cc1C	/	-1.0%	/	/	0.3	64	/	/	0.4%[50 µM]	/	/	6%
CCOC(=O)C(=CNc1ccc2c(c1)CCN2C(C)=O)C(=O)OCC	-1%	2.4%	/	/	-0.4	63	/	/	0.3%	3%	-10%	-7%
Cc1ccc(S(=O)(=O)N2CCN(C(=O)CSCc3ccc(C(C)C)cc3)CC2)cc1	/	0.4%	/	/	8.9	45	/	/	-0.2%[50 µM]	/	/	4%
COc1ccc(S(=O)(=O)N2CCN(C(=O)CCc3c[nH]c4ccccc34)CC2)cc1	/	0.6%	/	/	0.1	94	/	/	0.6%[50 µM]	/	/	-5%
CCOc1ccccc1C1CC(c2ccc(Br)cc2)Nc2nc(N)nn21 (stereo not given)	0%	-0.2%	/	/	0.9	50	-14	-3	6.7%	-2%	2%	-2%
CSc1nnc(-c2sccc2OCc2ccccc2)n1C	-6%	6.2%	i	-33	-1.5	110	10	5	0.1%	-14%	10%	2%	NS5 inhibitors pilot replicate=-1.7
CCOC(=O)CC(NS(=O)(=O)c1ccc(OC)c(C)c1)c1cccc([N+](=O)[O-])c1 (stereo not given)	-3%	1.0%	+	-16*	-1.4	44	-7	-29	2.4%	-4%	-4%	-4%
CC(C)n1c(SCC(=O)NC2CCCCC2)nnc1-c1ccco1	-9%	1.5%	/	/	1.2	52	/	/	0.0%	28%	6%	-5%
COc1ccc(NC(=O)c2ccc(Oc3ncccn3)cc2)cc1	-6%	-0.7%	i	8	-0.5	62	3	1	0.1%	11%	-1%	3%
Cc1ccc(-n2nc(C)c(NC(=O)CCl)c2C)cc1C	-3%	-0.5%	i	-15	-0.8	76	-2	-8	0.0%	0%	5%	1%
O=c1c2ccccc2nc2sc(Nc3ccc(F)cc3)nn12	/	0.5%	/	/	0.2	61	/	/	3.5%	/	/	0%
CC(C)(/C=N/O)N(O)C=C1C=CC(=O)C=C1	-4%	0.2%	/	/	0.4	51	/	/	2.1%[50 µM]	-11%	3%	-17%
COc1ccc(C)cc1NCC(=O)Nc1ccc(C(C)(C)C)cc1	3%	3.9%	i	-14	5.3	74	-3	-1	4.6%	2%	-14%	-4%
O=C(OCc1ccc([N+](=O)[O-])cc1)C1CC(=O)N(CCc2ccccc2)C1 (stereo not given)	/	-1.6%	/	/	-0.8	70	/	/	0.8%[50 µM]	/	/	-5%
COc1cn(-c2ccccc2)nc1C(=O)Nc1ccc(C)cc1Cl	-4%	4.2%	/	/	18	59	/	/	0.3%	6%	4%	-3%
CCOC(=O)C1(C(=O)OCC)CC1c1ccccc1 (stereo not given)	-9%	3.2%	i	-7	-0.6	39	7	10	-0.1%	4%	6%	-10%
Cc1c(N/C(=N/S(=O)(=O)c2ccccc2)c2ccc(Cl)cc2)c(=O)n(-c2ccccc2)n1C	-12%	0.7%	i	13	1.5	85	-2	24	0.3%	11%	-10%	-2%
Cc1ccc(C)c(NC(=O)C2CCCN2C(=O)NC2CCCCC2)c1 (stereo not given)	-5%	0.2%	i	11	0.3	50	-8	-15	-0.7%	5%	6%	-2%
CC(NC(=O)COC(=O)c1cc(Cl)nc(Cl)c1)c1ccccc1 (stereo not given)	-5%	0.3%	i	-32	-0.5	44	5	5	-0.1%	17%	11%	-2%
Cc1ccc(NC(=O)CN(c2ccc(C)cc2)S(=O)(=O)c2cccc3nonc23)cc1	-3%	12%	i	6	-1.8	60	43	7	1.3%[50 µM]	-6%	7%	-3%

Looked up by compound from above:
SMILES	LYP phosphatase	RSV antiviral HEp-2	Autophagy HCS	Autophagy HCS cell loss 18 h	NTR1 agonist	NTR1 agonist cell count 20 µM	WT yeast gro inh	WT yeast gro inh mutant strain	UTI89 phage lysis	AID2073	GPR35 arrestin U2OS	NS5 inhibitors	others
O=C(OCc1ccc([N+](=O)[O-])cc1)C1CC(=O)N(CCc2ccccc2)C1 (stereo not given)	/	-1.6%	/	/	-0.8	70	/	/	0.8%[50 µM]	/	/	-5%
CC(C)n1c(SCC(=O)NC2CCCCC2)nnc1-c1ccco1	-9%	1.5%	/	/	1.2	52	/	/	0.0%	28%	6%	-5%
CSc1nnc(-c2sccc2OCc2ccccc2)n1C	-6%	6.2%	i	-33	-1.5	110	10	5	0.1%	-14%	10%	2%	NS5 inhibitors pilot replicate=-1.7
CCOC(=O)N1CCN(CC(=O)Nc2sccc2C#N)CC1	-5%	-0.3%	i	-10	-0.9	50	-7	-16	-0.6%	10%	-12%	-9%
O=C(Nc1ccc(F)cc1)N(Cc1ccco1)Cc1cc2cc3c(cc2[nH]c1=O)OCO3	4%	2.5%	i	-7	12	34	-5	-5	0.5%	8%	13%	-6%
CC(NC(=O)COC(=O)c1cc(Cl)nc(Cl)c1)c1ccccc1 (stereo not given)	-5%	0.3%	i	-32	-0.5	44	5	5	-0.1%	17%	11%	-2%
CC(C)CCNC(=O)c1ccc2c(c1)N(Cc1ccccc1)C(=O)CS2=O (stereo not given)	-5%	-0.7%	i	-1	-2.7	48	5	-2	-3.8%	49%	-3%	-9%

(more compounds)
SMILES	LYP phosphatase	RSV antiviral HEp-2	Autophagy HCS	Autophagy HCS cell loss 18 h	NTR1 agonist	NTR1 agonist cell count 20 µM	WT yeast gro inh	WT yeast gro inh mutant strain	UTI89 phage lysis	AID2073	GPR35 arrestin U2OS	NS5 inhibitors	others
CCOc1ccc(N2CC(NS(=O)(=O)c3cccs3)CC2=O)cc1 (stereo not given)	/	-2.3%	/	/	0.7	51	/	/	0.8%[50 µM]	/	/	-1%
Cc1sc2c(c1C)CN(Cc1ccncc1)CN2C(=O)c1ccco1	-10%	-1.6%	i	-5	1.9	51	19	-10	0.7%	-8%	6%	0%
COc1ccc(OC)c(NC(=O)Cn2cccc2)c1	-1%	/	i	4	-0.4	66	-14	-6	-0.6%	39%	10%	-2%
CCOC(=O)N1CCC(NCCNC(=O)c2ccc(F)c(F)c2)CC1	/	1.0%	/	/	2.0	54	/	/	0.1%	/	/	-5%
Fc1ccccc1/C=N/Nc1nc2ccccc2o1	-7%	2.8%	/	/	-0.3	79	/	/	-0.1%	30%	-11%	5%
COc1cccc(/C=C2\SC(=S)N(CCCC(=O)N3CCCC3)C2=O)c1	-1%	6.4%	/	/	5.2	48	/	/	-0.1%	27%	4%	2%
C=CCNC(=S)N1CCN(S(=O)(=O)c2ccc(C)cc2)CC1	-7%	-0.1%	/	/	-1.2	61	/	/	-0.1%	-8%	4%	-6%
CC1CCN(C(=O)c2cc(S(=O)(=O)N3CCCCC3)c[nH]2)CC1	-7%	1.7%	/	/	-0.6	53	/	/	-0.8%	5%	1%	2%
O=S(=O)(c1ccc(F)c(F)c1)N1CCN(c2ncccn2)CC1	-1%	0.3%	/	/	1.9	55	/	/	0.3%	4%	7%	1%	NS5 inhibitors pilot replicate=-5.2
O=S(=O)(Nc1ncccn1)c1ccc(NS(=O)(=O)c2cccc(Cl)c2Cl)cc1	1%	0.7%	i	12	-0.2	44	5	-1	1.8%	-2%	-5%	-6%
NC(=O)CC1NC(=O)c2cc([N+](=O)[O-])cc(I)c2OCCC(C(N)=O)NC(=O)[C@@H]2CCCN2C1=O (stereo not given in full)	-6%	-0.4%	i	1	12	69	8	-8	/	2%	10%	/
C=CCOc1ccccc1CN1CCC(Oc2ccc(C(=O)N3CCCC3)cc2)CC1	-1%	-2.4%	/	/	1.3	67	/	/	0.0%	2%	4%	-2%
CCCn1c(C)nnc1SCC(=O)NC1CCCCC1	-13%	0.5%	/	/	1.0	58	/	/	2.2%[50 µM]	6%	-15%	-1%
CCN(CC)c1ccc([C@H]2[C@@H]3CCCC[C@]3(O)CCN2CC(=O)NCc2ccco2)cc1	-9%	0.9%	/	/	2.3	44	/	/	-0.1%	7%	-11%	-9%
O=C(NC1CCCC1)C(c1cccnc1)N(Cc1ccccc1)C(=O)c1csnn1 (stereo not given)	-11%	1.6%	/	/	-1.1	55	/	/	-0.2%	0%	12%	-4%
O=C(Cn1cc2c(n1)CCCC2)NCC1CCCO1 (stereo not given)	-3%	0.3%	i	1	1.1	74	11	-1	5.9%	3%	-7%	1%
O=C(NCCCO)c1ccc2nc(-c3ccco3)c(-c3ccco3)nc2c1	-4%	/	i	4	/	/	-10	17	-0.2%	?	0%	86µM*
CN(CC(=O)Nc1cccc(F)c1)C(=O)c1ccc(COc2ccccc2)cc1	/	1.0%	/	/	0.1	44	/	/	0.4%[50 µM]	/	/	-6%
O=C(N/N=C/c1cccnc1)c1ccccc1NS(=O)(=O)c1cccs1	-4%	-0.3%	i	-2	-0.8	64	10	-5	-7.1%	4%	6%	-5%
O=C(CCc1nnc(-c2ccccc2)o1)NCc1c(F)cccc1F	-9%	2.6%	i	-8	-0.2	36	-5	-18	0.5%	2%	9%	1%
COc1ccc(C)cc1N(CC(=O)O)S(=O)(=O)c1ccc(C)cc1	-6%	1.1%	i	0	-1.8	96	-2	8	7.1%	-1%	9%	-14%
CCn1ccnc1CN(C)Cc1c(C(=O)N2C[C@@H](C)O[C@@H](C)C2)nc2ccc(Cl)cn12	-10%	0.1%	/	/	-0.1	55	/	/	-0.3%	0%	-4%	-10%
